Vif imaging: blocks HIV Vif function; hit rate 0.35% among 340,000; HEK293T cells, Vif self-association by quenched fluorescence, imaging, 24 h; inhibition, % at 7.49 µM; AID 602346; in the data active means inhibition above about 50%, passing the limit was not always enough; inconclusive means no clear call, values can overlap the other calls; inactive means below about 31%; further: some results filed as inactive read as strong as hits
aDG glyco act: alpha-DG glycosylation activation; Pro5-aDG cells, alpha-DG glycosylation AlphaScreen (IIH6); 0% Pro5, 100% B10-LARGE cell signal; activation, % at 10 µM; hit rate 0.22% among 360,000; AID 624168;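 active means activation of at least 8% versus controls, or a plate z-score of at least 8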;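 further: Pro5 are CHO cells carrying HIG-tagged alpha-DG that lacks glycosylation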
CaV13 ICDI inh: Disruptors of the CACNA1D IQ motif to Ca2+-dependent inactivation inhibitor domain association, primary screening, Förster resonance energy transfer in intact living …; HEK cells, CFP/YFP FRET ICDI-IQ, plate reader, 10 min; percent FRET-ratio fall versus neutral wells; inhibition, % at 12.3 µM; hit rate 0.098% among 340,000;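 active means mean replicate inhibition of at least 30% and at least 1% of replicates passing that level; inconclusive means only one of the two criteria is met; inactive means neither criterion is met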;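 further: 0% = median of the neutral control wells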
N-glyco inh: N-linked glycosylation inhibition. reporter increase, % at 12.5 µM. hit rate 0.23% among 360,000. D54 ERlucT glycosylation luciferase reporter, 24 h; percent of 100 nM tunicamycin response;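 active means mean luciferase reporter signal, scaled so untreated is 0 and the glycosylation-blocking control 100, at or above a set limit in every replicate; inconclusive means mean reaches the limit but not every replicate does; inactive means mean below the limit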;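 further: luciferase carries N-glycosylation sites so blocking glycosylation raises the light; 0% = median of neutral control wells and 100% = median of 100 nM tunicamycin wells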
MC4R barr agon: agonists of human melanocortin 4 receptor (MC4R) beta-arrestin; hit rate 0.98% among 360,000; P32245; activation, % at 8.9 µM; U2OS MC4R beta-arrestin complementation, luminescence; percent of melanotan II response, DMSO zero;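 active means activation above a per-plate cutoff, the mean activation of sample wells on that plate plus 3 SD, cut at about 8% in these data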
Target sequence (P32245 whole entry, looked up): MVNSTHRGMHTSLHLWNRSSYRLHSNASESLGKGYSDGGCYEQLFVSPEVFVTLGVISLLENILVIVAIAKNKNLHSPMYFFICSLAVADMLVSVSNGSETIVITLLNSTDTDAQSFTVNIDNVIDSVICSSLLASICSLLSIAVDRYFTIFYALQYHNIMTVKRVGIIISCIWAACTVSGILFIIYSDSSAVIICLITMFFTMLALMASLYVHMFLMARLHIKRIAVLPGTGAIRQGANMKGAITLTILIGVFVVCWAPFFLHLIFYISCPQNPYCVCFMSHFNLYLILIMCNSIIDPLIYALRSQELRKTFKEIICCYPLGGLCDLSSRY
PDI inh: PDI (human) enzyme inhibition; PDI insulin aggregation turbidity, A650, 90 min; inhibition, % at 10 µM; hit rate 0.052% among 350,000; AID 588391;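 active means mean inhibition across replicates of 30% or more, whatever share of single replicates reach that level; inconclusive means mean inhibition below 30% while every single replicate reaches 30%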;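 further: absorbance from insulin aggregation driven by PDI reduction with DTT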
Target sequence (P07237 whole entry, looked up): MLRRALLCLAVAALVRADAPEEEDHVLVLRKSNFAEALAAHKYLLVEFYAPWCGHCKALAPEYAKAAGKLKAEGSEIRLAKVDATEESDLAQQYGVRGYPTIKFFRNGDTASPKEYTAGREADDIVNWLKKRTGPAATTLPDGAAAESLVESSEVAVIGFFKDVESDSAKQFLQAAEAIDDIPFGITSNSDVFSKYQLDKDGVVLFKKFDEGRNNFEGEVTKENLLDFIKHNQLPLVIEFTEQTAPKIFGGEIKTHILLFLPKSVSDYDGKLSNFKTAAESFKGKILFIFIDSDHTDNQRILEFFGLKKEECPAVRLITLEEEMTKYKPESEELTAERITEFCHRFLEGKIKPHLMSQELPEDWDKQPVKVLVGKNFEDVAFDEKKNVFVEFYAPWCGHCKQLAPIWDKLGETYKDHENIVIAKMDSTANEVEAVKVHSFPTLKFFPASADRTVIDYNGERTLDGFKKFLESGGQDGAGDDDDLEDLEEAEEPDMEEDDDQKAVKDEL
m5-HT2A agonist: activates the mouse 5-HT2A serotonin receptor; CHO-K1 mHTR2A beta-arrestin complementation, luminescence; percent of 30 µM serotonin response; activation, % at 7.6 µM; P35363; hit rate 0.66% among 360,000; AID 624169;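 active means activation above a run cutoff, the mean activation of all tested compounds plus 3 SD, cut at about 14% in these data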;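 further: 0% = plate median of compound wells and 100% = 30 µM serotonin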
MC4R antag cAMP: blocks human MC4R cAMP signaling. AID 540295. hit rate 0.48% among 360,000. inhibition, % at 6.5 µM. MC4R-expressing cells, MTII-stimulated cAMP, LANCE TR-FRET. P32245;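 active means inhibition above its plate's cutoff, the mean of tested wells on that plate plus 3 SD, cut at about 29% in these data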;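 further: 0% = Melanotan II alone and 100% = Melanotan II plus saturating MCL0020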
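System: U2OS-MC4R stable cell line; Technique: Eu-cAMP/anti-cAMP TR-FRET, emission 671 nm; Repeats: single well per compound; Also added: Melanotan II; Dosing: one concentration, 6.5 µM nominal; Schedule: 30-min compound, 1-h challenge, 1-h detection, room temperature.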
ABCB6 inh MLPCN: inhibitors of human ABC transporter ABCB6 | hit rate 0.19% among 360,000 | AID 602162 | fluorescence ratio to DMSO, % at 10 µM | Q9NP58 | K562-ABCB6 porphyrin accumulation, flow cytometry, 1 h; stronger effect = lower value;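 active means fluorescence ratio to DMSO below 75%, the collection mean minus 3 SD; inconclusive means too few cells collected in the well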;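 further: signal is porphyrin accumulated inside mitochondria; 100% equals median channel fluorescence of DMSO control wells; lower ratio means ABCB6 inhibition with less porphyrin fluorescence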
H9c2 protect: myocardial damage modulation in H9c2 cells | H9c2 cardiomyocytes, H2O2 injury protection, ATPLite, 2 h | protection from H2O2 cell death, % at 20 µM | hit rate 0.63% among 360,000;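 active means compounds giving at least 50% protection of heart cells from peroxide-induced death in the single-dose screen, raw or plate-pattern-corrected value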;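 further: 0% = DMSO wells with peroxide and 100% = DMSO wells without peroxide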
The depositor's hits bear a star; ? = inconclusive; . = no result given.

SMILES	Vif imaging	aDG glyco act	CaV13 ICDI inh	N-glyco inh	MC4R barr agon	PDI inh	m5-HT2A agonist	MC4R antag cAMP	ABCB6 inh MLPCN	H9c2 protect
Cc1ccc(N2CC(=O)N(NC(=O)CN3CCN(c4ccccc4)CC3)CC2=O)cc1	-6	-0.1	-1	0	0.7	-1	0	6	89	-4
Cc1ccc(S(=O)(=O)N2CCN(C(=O)CN3C(=O)NC4(CCCC4)C3=O)CC2)c(C)c1	-2	0.0	-6	-1	-1.7	2	-10	-3	97	3
Fc1ccc(CSc2nnc(Cc3sc(-c4ccccc4)nc3-c3ccccc3)o2)cc1	7	0.9	-1	-3	-0.9	-2	3	-3	78	-3
CC(C)(C)NC(=O)CN(C(=O)c1snc(C(=O)NC2CCCCC2)c1N)c1ccc(F)cc1	-4	0.8	-1	-7	1.5	-9	0	1	100	-1
CCN(Cc1ccccc1)c1ccc(/C=N/NC(=S)NC(C)C)cc1	-12	1.4	-18	-6	-1.4	7	-7	11	98	-4
CCOC(=O)c1c(N)nn(C(=O)c2ccccc2F)c1-c1ccc(OC)cc1	-7	0.1	-5	-3	-0.8	1	-6	16	99	-4
Clc1ccc2oc(-c3cccnc3)nc2c1	-1	-0.1	-5	1	2.2	1	-1	-3	95	-9
O=C(Oc1ccc2ccc(O)cc2c1)C1CCCCC1	5	-0.3	-5	1	2.0	19	2	-1	101	-14
Cc1cc(=O)[nH]c(Nc2ccccc2C)n1	-3	-0.1	-4	2	0.0	-1	1	16	95	5
O=C(Nc1nc(=O)c2ccccc2s1)c1ccc(F)cc1	-2	-0.1	-7	0	4.7	-9	-1	12	94	-18
Cc1ccc(NC(=O)CN(C)Cc2nc3c(Br)cc(Br)cc3c(=O)[nH]2)cc1	1	0.0	-3	0	-2.0	2	-3	-3	92	11
CC1CN(CCc2ccccc2)c2nc3c(c(=O)n(C)c(=O)n3C)n2C1 (stereo unspecified)	8	0.1	-4	-2	-1.0	1	7	4	97	6
Cc1nn(C)c(C)c1NC(=O)CCl	-3	0.8	-8	15	-3.5	7	3	0	104	-5
N#Cc1ccc(COC(=O)C2CC(=O)N(CCc3ccccc3)C2)cc1 (stereo unspecified)	9	-0.3	-6	0	-3.0	2	-2	2	100	-5
C/C(=N/NS(=O)(=O)c1ccc(C)cc1)c1cccc(NC(=O)c2cccc(Cl)c2)c1	-1	0.1	-5	3	-0.8	4	-4	2	99	-13
O=C(CC1SC(N2CCOCC2)=NC1=O)Nc1ccc(F)cc1 (stereo unspecified)	5	-0.2	-17	1	0.6	-4	2	-5	88	4
CCC(=O)NNc1ccc(Br)cc1	-7	0.2	-4	2	-1.1	-2	-4	4	102	0
COC(=O)Nc1nncs1	0	-0.2	-5	3	3.0	-3	4	-8	101	10
COc1ccc(C(=O)NCC(=O)N/N=C/C=C/c2ccccc2)cc1OC	-1	0.1	4	3	-1.4	-4	6	-7	102	0
CC1(C)CC(=O)C(C(C#Cc2ccccc2)C2=C(O)CC(C)(C)CC2=O)=C(O)C1	3	0.3	-6	-3	-1.0	-3	-2	9	101	4
CCc1ccc2[nH]c(=O)c(-c3ccccc3)c(O)c2c1	36	0.0	-3	1	-2.1	-8	0	-5	98	16
OCC1OC(n2ccc3c(SCc4ccccc4)ncnc32)C(O)C1O (stereo unspecified)	1	0.0	-16	32*	-0.7	-5	1	2	96	-2
CC(=O)c1cccc(NC(=S)NNC(=O)c2ccco2)c1	4	-0.1	-4	1	-2.2	-1	-4	11	101	-4
CC1CN(C2CCN(S(=O)(=O)c3ccccc3)CC2)CC(C)O1 (stereo unspecified)	0	0.0	-4	2	0.3	-6	5	11	95	-1
CCOc1ccc(NC(=S)NNc2ccnc3cc(Cl)ccc23)cc1	-13	4.7	-7	-1	-3.2	-2	-8	1	105	-21

Later entries
SMILES	Vif imaging	aDG glyco act	CaV13 ICDI inh	N-glyco inh	MC4R barr agon	PDI inh	m5-HT2A agonist	MC4R antag cAMP	ABCB6 inh MLPCN	H9c2 protect
CCOc1ccc(-n2cc(C(=O)Nc3cccc(C)n3)c3cc(OC)c(OC)cc3c2=O)cc1	0	-0.7	-4	0	0.3	-5	7	-5	92	35
Cc1ccc2[nH]c3c(=O)n(CC(=O)NCCCN4CCN(c5ccc(F)cc5)CC4)ncc3c2c1	0	-0.1	-7	1	-1.2	2	-6	2	89	-10
COC(=O)c1ccc2c(=O)n(CCN3CCOCC3)c(SCC(=O)Nc3ccccc3OC)nc2c1	-2	0.0	-12	-1	-0.8	-1	1	18	97	23
CCOC(=O)c1ccc(Nc2nc(=O)c3cccnc3s2)cc1	7	0.0	-5	-7	-1.8	0	3	-2	100	7
O=C(CSC(=S)N1CCCC1)N1CCN(S(=O)(=O)c2cccc(F)c2)CC1	-12	-0.1	-3	-1	0.3	0	2	25	100	4
O=C(NNc1ccc(O)cc1)c1ccc(Br)cc1	-12	1.4	-1	3	-2.5	-3	-1	4	102	-7
CCc1cccc(CC)c1NC(=S)N1CCn2cccc2C1c1cccnc1 (stereo unspecified)	-1	0.4	-6	1	0.2	6	0	7	96	4
COc1ccc(OC)c(-c2cc(C(=O)NCCCn3ccnc3)no2)c1	16	0.2	-9	2	-0.5	-15	-11	-13	103	1
Cc1cc(C)n(CCNS(=O)(=O)c2ccccc2)n1	22	-0.1	-3	1	-1.3	11	6	1	100	-4
Clc1ccc(-c2ccn[nH]2)cc1	10	-0.4	-5	1	-2.9	3	-5	-1	96	-7
Cn1c(=O)n(C)c2cc(NC(=O)c3ccccc3NS(C)(=O)=O)ccc21	3	0.1	-20	3	-0.5	10	2	5	96	4
Cc1cccc(NC(=O)c2cnc3sccn3c2=O)c1	.	-0.1	-6	-13	0.6	11	0	4	98	-26
S=C(Nc1ccc(N2CCOCC2)cc1)Nc1ccc2nc(-c3ccco3)c(-c3ccco3)nc2c1	4	-0.5	-13	3	1.2	13	13	-4	146	56*
CCOC(=O)C(=O)NCC(c1cccs1)S(=O)(=O)c1ccc(C)cc1 (stereo unspecified)	1	-0.4	-2	2	-2.0	-5	0	0	98	-1
O=C(CSc1nccn(-c2ccc(F)c(F)c2)c1=O)NC1CCCC1	-9	0.0	-6	-1	1.1	5	-9	11	102	-1
CCOC(=O)C1(C)CCN1C(=O)c1cc(-c2ccc(Cl)cc2)oc1C (stereo unspecified)	-10	-0.1	-8	-1	2.0	4	1	-3	93	-15
COC(=O)C1CCN(CC(N)=O)CC1	0	-0.1	-5	-1	-0.8	-7	9	8	96	4
Cc1ccc(-n2c(SCc3ccc([N+](=O)[O-])cc3)nc3ccccc3c2=O)cc1	-1	-0.2	-5	-5	-0.4	3	-4	20	107	2
N#CCC(=O)NCCCc1ccccc1	-3	-0.3	-5	1	1.6	-5	4	7	96	5
O=C(C[C@@H]1C[C@H]2c3cc(NC(=O)Nc4ccccc4F)ccc3O[C@H]2[C@H](CO)O1)NCC(F)(F)F	-14	0.1	-3	0	0.7	-5	1	5	100	5
CC(C)(C)C(=O)Nc1ccc(-c2csnn2)cc1	-5	0.0	3	0	-1.9	-3	0	3	100	1
COc1cc(OC)c(S(=O)(=O)Nc2ccc(C)cn2)cc1NC(C)=O	-6	-0.2	-3	2	-3.6	-1	14	16	99	4
CCCCn1c(N)c(N(CCOC)C(=O)c2cccc(S(=O)(=O)N(CC)c3ccccc3)c2)c(=O)[nH]c1=O	7	0.1	-3	0	-1.1	1	0	0	97	-1
CCOC(=O)c1ccccc1NC(=O)C=C(C)C	-10	0.1	-18	-3	-0.7	-7	-4	22	100	0
CCOC(=O)N1CCC(NCCNC(=O)c2ccccc2Cl)CC1	.	0.0	-5	.	-1.2	19	-4	1	94	7

Next part
SMILES	Vif imaging	aDG glyco act	CaV13 ICDI inh	N-glyco inh	MC4R barr agon	PDI inh	m5-HT2A agonist	MC4R antag cAMP	ABCB6 inh MLPCN	H9c2 protect
Oc1ccc(-c2nc3ccccc3s2)cc1	0	0.7	-6	-13	-0.8	-5	-3	8	108	-16
CN1C(=O)C2C(c3ccc(N(C)C)cc3)=NN(Cc3ccccc3)C2C1=O (stereo unspecified)	-3	-0.6	-7	-2	-1.8	-9	-1	-3	97	0
N#CC(c1ccc(Cl)nn1)c1ccccc1Cl (stereo unspecified)	11	0.1	-5	1	-1.9	-2	3	7	95	6
COc1ccccc1NS(=O)(=O)c1cc(NC(=O)CCC2CCCC2)ccc1N1CCOCC1	28	0.0	-5	0	-2.7	4	-8	4	?	-2
CC[C@@]1(c2ccccc2)C(=O)N(C(=O)OC)N1C(=O)OC	11	-0.1	-6	0	-0.4	6	4	0	103	2
CCNC(=O)Nc1ccccc1C(=O)OC	8	-0.2	2	1	-1.1	13	3	-6	102	13
O=S(=O)(c1ccc2nc(Cc3ccccc3)[nH]c2c1)N1CCOCC1	-1	0.1	.	-1	1.2	1	2	3	91	0
CCN(CC)CCCNC(=O)C1c2cc(OC)c(OC)cc2C(=O)N(C)C1c1cccnc1 (stereo unspecified)	-2	0.1	-20	1	-1.1	0	6	-4	91	16
COc1ccc(C)cc1NC(=O)Nc1ccccc1	6	-0.1	-3	-3	1.7	0	0	1	95	-16
O=c1[nH]c(/C=C/c2ccccn2)nc2ccccc12	-8	0.2	-4	-8	0.6	-9	0	2	99	36
Cc1ccc(-c2noc(CSc3nnc(Cc4ccccc4)n3-c3cccc(C)c3)n2)cc1	.	0.0	-8	-5	4.4	1	-1	4	100	-10
CCCCC1CC(/C(C)=N/NC(N)=O)OC1=O (stereo unspecified)	-4	-0.1	-3	0	-0.1	1	-8	5	105	7
C#CCOC(=O)c1cc(Cl)c(=O)n(Cc2ccc(Cl)cc2Cl)c1	0	0.0	-12	-4	1.1	18	1	13	97	-4
COc1cccc(S(=O)(=O)NCc2ccc(C(=O)N3CCN(C)CC3)cc2)c1	0	-0.2	-5	0	1.0	5	7	4	93	0
CN(C(=O)Cn1c(=O)oc2cc(S(=O)(=O)N3CCCC3)ccc21)C1CCCCC1	5	0.1	-2	-6	-2.2	-1	-6	3	92	1
C[C@H](NC(=O)c1nc[nH]c1C(=O)NCCCCCNC(=O)OC(C)(C)C)C(=O)OC(C)(C)C	-3	0.6	-5	-3	0.8	4	0	8	91	6
CC(=O)NCCC(=O)Nc1ncc(S(=O)(=O)c2ccc([N+](=O)[O-])cc2)s1	-4	2.4	-6	3	-4.1	3	4	7	95	-4

Screening data deposited in PubChem by several laboratories.
